IkB sig inh = suppresses IkB signaling in ABC-DLBCL reporter cells. ABC-DLBCL IkBa-CBG/CBR dual luciferase ratio, 4 h; response scale: scaled: untreated 0%, proteasome inhibitor 100%. hit rate 0.04% among 110,000. Potency, µM (titrated, usually from 57.1 µM), inactives show top-dose IkBa stabilization activation. AID 445; active means well fitted curve in the direction sought with a large enough effect in the signal ratio, not every such curve was filed as active; inconclusive means small, poorly fitted or top-dose-only effect, or a change in a side signal; the % refers to the signal ratio;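 further: the direction sought is a rising ratio; 0% = basal untreated cells and 100% = reference inhibitor full response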
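Luminescence ratio of IκBα-fused green versus native red beetle luciferase in OCI-Ly3 cells, 4 h post-doxycycline with compound; red signal alone, scaled from basal (0%) to zero light (-100%), flagged nonspecific or cytotoxic effects.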
p53ts 32C tox = cytotoxicity in p53ts cells at permissive temperature. H1299-p53A138V at 32C, ATP luminescence viability, 24 h. hit rate 0.93% among 130,000. Potency, µM (series often up to 46.1 µM), without a hit: at the top dose activity change, negative = cytotoxicity, usual class: cytotoxic;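 further: 0% = DMSO and -100% = full killing by reference compound; nearly all actives have a fitted effect of over 55% in size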
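Cells: H1299 p53ts (A138V), 600/well, pre-incubated 16–30 h at 37C. Cpd up to 46 uM, 24 h, 32C. Readout: ATPlite luminescence, 20 min RT. Normalization: DMSO vs tamoxifen 100 uM. AC50 by Hill equation.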
p53ts 39C tox = cytotoxicity in p53ts cells at nonpermissive temperature | H1299-p53A138V viability at 39C, ATP luminescence, 24 h | hit rate 1.5% among 130,000 | Potency, µM (titrated, usually from 46.1 µM), without a hit: at the highest dose activity change, negative = cell killing, hits mostly cytotoxic | AID 902; further: nearly all actives have a fitted effect of over 55% in size
Imprint erasure = genomic imprint erasure induction. mouse ES Peg3-LacZ reporter, beta-gal luminescence, 40 h. AID 1948. hit rate 0.02% among 110,000. Potency, µM (doses to about 60.7 µM), for the others: top-dose activity change, positive = activation, usual class: activators;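 further: 0% = negative control wells on the plate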
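Gelatin-coated wells received 300 freshly trypsinized female ES cells with a Peg3LacZ-Neo reporter on the maternal allele, then incubated 40 hours at 37C. BetaGlo was added for 5 minutes at room temperature before a single luminescence read.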
The depositor's hits bear a star; ? = inconclusive; . = not tested or not shown; [ ] = remark or other dose. Unless noted, the call rests on the fitted dose curve; in most records, active means well fitted curve in the direction sought with a large enough effect; inconclusive means small, poorly fitted or top-dose-only effect, or another doubt; inactive means no such curve, though single readings can be large; an effect the other way counts as inactive or inconclusive. Unless noted, on the % scale 0 is the no-effect control and ±100 the full control effect; potency means the concentration at half of the fitted maximal effect.

SMILES	IkB sig inh	p53ts 32C tox	p53ts 39C tox	Imprint erasure
CCOC(=O)N1CCN(C(=O)c2n[nH]c(=O)c3ccccc23)CC1	-0.2%	4.2%	-9.7%	-5.0%
O=C(CSc1nc2c(c(=O)n1-c1ccccc1)SCC2)N1CCN(c2ccccc2)CC1	-1.2%	-6.0%	8.6%	-18.5%
O=C(NN=C1c2ccccc2-c2ccccc21)c1cccc(Br)c1	.	-20.8%	-2.1%	.
CCOC(=O)c1[nH]cnc1C(=O)Nc1cccc(N)n1	-0.4%	2.1%	5.2%	1.7%
CC1CC(=O)C2=C(C1)OC(N)=C(C#N)C2c1coc2ccccc2c1=O (stereo not drawn)	5.8%	44.8%[activator]	2.7%	1.7%
CSCCC(NS(=O)(=O)/C=C/c1ccccc1)C(=O)N1CCC(C)CC1 (stereo not drawn)	0.9%	11.4%	-17.1%	-16.3%
CCOCCn1ccc2c(OCC(=O)Nc3ccc(OC(F)(F)F)cc3)cccc2c1=O	-0.2%	-6.0%	-19.2%	-7.6%[10.9 µM]
O=C1/C(=C/c2cccnc2)SC(=S)N1c1ccccc1	.	-10.8%	14.8%	.
COc1ccc2c(c1)c1c(c(=O)n(Cc3ccccc3)c(=O)n1CC(=O)Nc1ccccc1OC)n2C	-1.0%	2.1%	16.7%	-3.2%[10.9 µM]
CCC(C)[C@H](NC(=O)NCc1cccs1)C(=O)O (stereo partly drawn)	0.7%	-3.6%	9.5%	-11.5%
CCOc1ccc(/C=C/c2nc3ccccc3n2S(=O)(=O)c2cccc(Cl)c2)cc1	?	12.6µM*	10µM*	23.3%[10.9 µM]
CCCCSC(=O)Nc1ccccc1	-2.0%	-7.2%	2.6%	-3.1%
COc1ccc(C)cc1NC(=O)c1ccc2c(=O)n3c(nc2c1)CCCCC3	?	-10.2%	-29.4%	-11.5%[10.9 µM]
CC1=C(c2ccc(C)c(C)c2)S(=O)(=O)NC1=NCc1ccccc1Cl	1.3%	-4.1%	-11.3%	-13.0%[10.9 µM]
Cc1cc(S(=O)(=O)N(Cc2ccc(F)cc2)CC2CCCO2)ccc1-n1cnnn1 (stereo not drawn)	1.8%	1.9%	0.4%	-12.1%
O=C(OCC(=O)N1CCCC1)c1ccco1	0.4%	-17.8%	7.2%	-5.9%
CS(=O)(=O)N1CCCC(C(=O)NCCCN2CCOCC2)C1 (stereo not drawn)	-1.0%	0.7%	-2.7%	12.8%
Cc1nc(=O)c(-c2ccccc2)c(C)n1CC1CCCO1 (stereo not drawn)	1.0%	1.0%	3.3%	10.4%
COc1cccc(-c2ccc3ncnc(NC4CCNCC4)c3c2)c1	-4.3%[11.4 µM]	-6.6%	-4.1%	-7.9%
O=C(Cc1csc2ccccc12)NCc1ccccc1F	1.5%	-6.0%	-7.4%	-8.3%[10.9 µM]
O=[N+]([O-])c1ccc(C2CNC(c3ccccc3)O2)cc1 (stereo not drawn)	.	4.6%	-11.0%	.
COc1ccc(Cc2nc(-c3ccc(-n4cccc4)cc3)no2)cc1	0.4%	-0.9%	-8.4%	-8.9%
CCOC(=O)CC(=O)CSc1nc2ccccc2c(=O)n1-c1ccc(C(=O)NCCOC)cc1	-4.1%	6.0%	-5.8%	-9.4%[10.9 µM]
COCC(=O)N1CCC2(CCCN(c3cccc(-c4ccccc4)c3)C2)CC1	0.1%[11.4 µM]	10.3%	3.2%	.
COC(=O)CNC(=O)COC(=O)C(Cc1ccccc1)NC(=O)c1ccco1 (stereo not drawn)	0.7%	-5.0%	-6.7%	1.2%
CCN(CC)CCCC(C)NC(=O)c1ccc(-n2c(=O)c(=O)[nH]c3ccccc32)cc1 (stereo not drawn)	.	0.1%	-6.4%	.
Cc1cccc(Cn2cc3c(=O)n(CC(=O)Nc4ccc(C)c(F)c4)nc-3c3cc(F)ccc32)c1	?	5.9%	-18.4%	12.4%[10.9 µM]
COc1ccc2c(c1)CCc1c(-c3noc4c3CCc3cc(OC)ccc3-4)noc1-2	-0.6%[11.4 µM]	9.3%[9.22 µM]	4.6%[9.22 µM]	-9.2%[10.9 µM]
CCCC1CC(C(=O)N[C@H](C(C)O)C2OC(SC)[C@@H](O)C(O)C2O)N(C)C1 (stereo partly drawn)	.	6.8%	5.4%	-6.9%
CC(=O)N1CCC2(CC1)C(C#N)=C(N)Oc1c2sc2nc(C)cc(C)c12	0.0%	-5.0%	-2.9%	.
CCn1cc(C(=O)NCc2ccccn2)c(=O)c2cc(S(=O)(=O)N3CCCCC3)ccc21	-0.3%	2.0%	-8.2%	2.0%
O=C(c1ccco1)N1CCN(S(=O)(=O)N2CCOCC2)CC1	2.0%	1.8%	13.4%	-4.8%
O=C1Nc2ccccc2C(O)(C(=O)NCc2ccc3c(c2)OCO3)N1c1ccccc1 (stereo not drawn)	0.8%	-0.5%	-6.6%	-11.1%
CCc1ccccc1N1CC(c2nc3ccccc3n2CCOc2ccc(Cl)c(C)c2)CC1=O (stereo not drawn)	?	?	31.6µM*	-9.5%[10.9 µM]
Cc1nn(C(=O)c2ccc(Br)cc2)c(C)c1Sc1ccccc1	?	13.7%	8.9%	11.3%[10.9 µM]
Oc1c(C(c2ccc(Cl)cc2Cl)N2CCN(Cc3ccccc3)CC2)sc2nc(-c3ccco3)nn12 (stereo not drawn)	?	-7.2%	2.6%	10.0%[10.9 µM]
CC1(C)CC(=O)C(C=NCCCN2CCOCC2)=C(O)C1	-2.9%	19.6%	2.0%	7.7%
CCN1CCN(C(c2cc3cc4c(cc3[nH]c2=O)OCO4)c2nnnn2C(C)(C)CC)CC1 (stereo not drawn)	1.2%	-7.9%	0.6%	-3.9%
c1ccc(-n2ncc3c2ncn2c(C4CCCCC4)nnc32)cc1	0.1%	6.3%	-2.7%	-2.6%
Cc1cnc(NC(=O)COc2ccccc2)s1	?	?	?	-38.2%[inhibitor]

Three compounds already listed, arranged by the number in Imprint erasure, ascending:
SMILES	Imprint erasure
COc1ccc(Cc2nc(-c3ccc(-n4cccc4)cc3)no2)cc1	-8.9%
CCCC1CC(C(=O)N[C@H](C(C)O)C2OC(SC)[C@@H](O)C(O)C2O)N(C)C1 (stereo partly drawn)	-6.9%
CCOC(=O)N1CCN(C(=O)c2n[nH]c(=O)c3ccccc23)CC1	-5.0%

The list continues.
SMILES	IkB sig inh	p53ts 32C tox	p53ts 39C tox	Imprint erasure
CC(=O)c1ccc(OC2C=CC(C#Cc3ccc(Br)cc3)OC2CO)cc1 (stereo not drawn)	.	-1.3%[9.22 µM]	-10.5%[9.22 µM]	.
COc1cc2c(=O)n(CCc3ccccc3)c(=O)n(CC(=O)Nc3ccccc3)c2cc1OC	?	-10.6%	-3.8%	-9.1%[10.9 µM]
O=C(Nc1ccccc1)OCCNC(=O)c1ccccc1	0.1%	4.7%	8.6%	-15.0%
Cc1ccc(C(=O)NCCc2nnc(SCC(=O)Nc3nc(-c4ccccc4)cs3)n2C)cc1	.	4.4%	19.9%	.
COc1cccc(CNC(=O)CCc2nnc3n(CC(C)C)c(=O)c4ccccc4n23)c1	1.1%	-9.7%	-9.8%	-7.4%[10.9 µM]
COc1cccc(OCC(O)CN2CCN(CCO)CC2)c1 (stereo not drawn)	-1.4%	?	1.0%	-11.4%
CO/C([O-])=N/c1c[n+](-c2ccc(C)cc2)no1	-1.2%	-10.8%	-5.3%	-32.4%[inhibitor]
COC(=O)C1=C(C)NC(=O)NC1c1cc(Cl)ccc1OC (stereo not drawn)	-0.2%	1.8%	-1.1%	-20.9%
CCOC(=O)c1c(NC(=O)Cc2cccs2)sc(C)c1C	3.1%	-10.9%	-19.1%	-15.4%
COc1ccccc1CNC(=O)CC(c1ccc(OC)c(OC)c1)N1Cc2ccccc2C1=O (stereo not drawn)	1.8%	15.2%	3.8%	-3.1%[10.9 µM]
CCOC(=O)C1CCCN(S(=O)(=O)c2ccc(N3CCCCS3(=O)=O)cc2)C1 (stereo not drawn)	-2.6%	4.1%	2.9%	-11.3%[10.9 µM]
Cc1ccc(-n2nc(C)c3c(C)cc(=O)n(CC(=O)Nc4cccc(C)c4C)c32)cc1	-1.8%	-0.1%	2.6%	-8.5%[10.9 µM]
COC(=O)C1=C(C)NC(C)=C(C(=O)OC)C1c1ccc(N(C)C)cc1	1.7%	5.6%	7.5%	-8.2%
O=c1c2[nH]c3ccccc3c2ncn1CCC1=CCCCC1	-0.7%	-2.2%	6.0%	-0.3%
CCC(c1nnnn1Cc1ccco1)N(CCc1ccccc1)Cc1cc2ccc(OC)cc2[nH]c1=O (stereo not drawn)	?	6.8%	4.2%	-10.5%
COC(=O)CSc1nnc(CSc2nc(C)cc(C)n2)n1Cc1ccco1	0.6%	-1.2%	-2.8%	13.7%
CCc1nc2cccnc2n1-c1ccc(CC(=O)Nc2ccccc2Cl)cc1	-0.2%	8.2%	3.3%	-7.3%[10.9 µM]
Cn1c(=O)n(C)c2cc(NS(C)(=O)=O)ccc21	2.2%	-12.5%	-4.4%	-4.0%
CC(C)CC(=O)OCc1cc(=O)n2nc(C3CCCCC3)sc2n1	?	1.9%	-7.9%	-8.4%[10.9 µM]
CCCc1ccc(-c2ccc(C(=O)Oc3ccc(Br)cc3)cc2)nc1	?	5.1%	16.7%	-26.7%[10.9 µM]
CCN1CCN(C(c2ccc(OC)cc2)c2c(O)cc(C)n(Cc3ccco3)c2=O)CC1 (stereo not drawn)	?	6.0%	10.2%	3.5%[10.9 µM]
CCCNC(=O)CCCN1C(=O)CCn2nc(-c3cccn3C)cc21	0.7%	7.0%	-11.3%	-7.3%[10.9 µM]
CCCCCCNC(=O)Cc1nc2nc(C)cc(C)n2n1	1.3%	0.9%	-1.3%	0.9%
O=c1[nH]c(Cn2nnc(-c3ccccc3)n2)nc2scc(-c3ccccc3)c12	1.6%	-6.9%	-10.1%	-3.3%
Cc1cc(C)nc(NS(=O)(=O)c2ccc(NC(=S)NC(=O)C(C)C)cc2)n1	.	3.6%	8.3%	.
Fc1ccccc1N1CCN(c2nnc(C(F)(F)F)c3nnn(Cc4ccccc4)c23)CC1	?	13.1%	-8.6%	-11.2%[10.9 µM]
Cc1ccc(C)c(C(=O)CSc2n[nH]c(C(C)C)n2)c1	1.5%	9.7%	-0.7%	-3.8%
C=CCn1c(SCc2c(C)noc2C)nnc1C1COc2ccccc2O1 (stereo not drawn)	1.0%	3.2%	5.4%	-5.3%
COc1ccc(CC(=O)n2nc(-c3ccccc3)nc2NCc2ccco2)cc1	3.0%	-2.8%	-1.3%	-12.3%
O=C(c1ccco1)N1CCN(CCCCN2C(=O)c3ccccc3C2=O)CC1	-0.7%	1.2%	-7.1%	-5.6%
COCC(=O)N(C)c1nnc(-c2cnccn2)s1	-1.9%	2.5%	1.9%	-17.1%
CCn1c(CC(=O)Nc2ccc(C)cc2)nnc1SCC(=O)N1CCN(c2ccccc2)CC1	6.2%	11.2%	11.2%	-19.5%
Cc1cccc(N2CCN(C(=O)C3CCC(CNS(=O)(=O)c4ccc(Br)s4)CC3)CC2)c1C (stereo not drawn)	5.5%	1.5%	-8.9%	-14.8%[10.9 µM]
CC1CCc2nc(NC(=O)CN3CCN(c4ccccc4)CC3)sc2C1 (stereo not drawn)	-1.0%	0.7%	10.7%	-7.7%
O=C(O)/C=C\C(=O)Nc1ccc2c(c1)-c1ccccc1C2	-0.4%[11.4 µM]	4.6%[9.22 µM]	5.2%[9.22 µM]	-11.1%[10.9 µM]
O=C(CN(Cc1ccco1)C(=O)Cn1nnc(-c2ccc(F)cc2)n1)NC1CCCC1	1.2%	8.7%	-8.5%	-13.1%
COc1ccc(CCNC(=O)C2CCN(Cc3nc(-c4ccccc4C)oc3C)CC2)cc1OC	1.4%	-2.4%	12.9%	-18.7%
CCC(c1nnc(SCc2nc3ccccc3s2)n1Cc1ccccc1)N(C)C (stereo not drawn)	?	6.4%	21.5%	-2.0%
COc1ccc(S(=O)(=O)CCC(=O)Nc2c(C)n(C)n(-c3ccccc3)c2=O)cc1	-1.2%	1.7%	3.4%	-2.6%
Cc1ccccc1NC(=O)c1c(C)oc2ccc(O)c(CN3CCN(C)CC3)c12	-1.6%	8.1%	7.7%	-11.7%[10.9 µM]

Shown as a markdown table: entries from further up.
| Compound | IkB sig inh | p53ts 32C tox | p53ts 39C tox | Imprint erasure |
| --- | --- | --- | --- | --- |
| CCC(c1nnc(SCc2nc3ccccc3s2)n1Cc1ccccc1)N(C)C (stereo not drawn) | ? | 6.4% | 21.5% | -2.0% |
| Cc1cccc(N2CCN(C(=O)C3CCC(CNS(=O)(=O)c4ccc(Br)s4)CC3)CC2)c1C (stereo not drawn) | 5.5% | 1.5% | -8.9% | -14.8%[10.9 µM] |

Assay outcomes (PubChem)
